VHR inh abs = blocks human VHR1 dual specificity phosphatase; AID 1654; recombinant VHR phosphatase, pNPP absorbance; 0.52% of 290,000 active; P51452; inhibition, % at 13.3 µM; in the data active = inhibition above about 50%; note: some compounds called inactive have numbers as strong as hits
Target sequence (P51452 whole entry, looked up): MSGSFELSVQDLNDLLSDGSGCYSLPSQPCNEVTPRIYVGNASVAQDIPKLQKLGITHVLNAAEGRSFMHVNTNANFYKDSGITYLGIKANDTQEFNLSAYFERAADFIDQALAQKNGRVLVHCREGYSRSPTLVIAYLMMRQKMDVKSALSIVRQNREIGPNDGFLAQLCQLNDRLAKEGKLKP
Anthrax LF prot = blocks Bacillus anthracis lethal factor protease; P15917; multiplex microsphere protease cleavage assay, LF; inhibition, % at 10 µM; 0.12% of 360,000 active; AID 588501; note: plate controls were buffer without enzyme for full effect and enzyme alone for no effect
Target sequence (P15917 whole entry, looked up): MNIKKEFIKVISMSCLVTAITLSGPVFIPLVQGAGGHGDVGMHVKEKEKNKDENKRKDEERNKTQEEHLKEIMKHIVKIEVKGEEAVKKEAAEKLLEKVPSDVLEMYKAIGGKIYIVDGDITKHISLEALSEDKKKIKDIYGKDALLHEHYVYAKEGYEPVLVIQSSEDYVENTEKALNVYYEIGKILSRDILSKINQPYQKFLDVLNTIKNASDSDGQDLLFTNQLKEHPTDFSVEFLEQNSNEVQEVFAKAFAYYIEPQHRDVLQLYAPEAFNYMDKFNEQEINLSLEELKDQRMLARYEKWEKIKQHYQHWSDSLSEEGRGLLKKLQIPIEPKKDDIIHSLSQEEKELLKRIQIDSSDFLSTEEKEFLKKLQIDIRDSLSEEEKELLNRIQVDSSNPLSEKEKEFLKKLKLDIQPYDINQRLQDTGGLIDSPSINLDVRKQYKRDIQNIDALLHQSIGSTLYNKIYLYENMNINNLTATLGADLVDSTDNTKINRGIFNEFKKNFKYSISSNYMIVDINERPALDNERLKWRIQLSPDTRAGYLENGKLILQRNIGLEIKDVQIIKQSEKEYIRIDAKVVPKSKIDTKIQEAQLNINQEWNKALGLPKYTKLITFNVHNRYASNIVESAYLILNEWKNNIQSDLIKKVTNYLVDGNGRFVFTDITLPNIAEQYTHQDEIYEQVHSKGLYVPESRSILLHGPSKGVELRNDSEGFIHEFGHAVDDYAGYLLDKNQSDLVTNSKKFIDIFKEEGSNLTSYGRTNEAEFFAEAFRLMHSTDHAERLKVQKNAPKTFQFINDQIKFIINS
SARS 3CLpro inh = SARS-CoV 3CLpro protease inhibition. P0C6X7. recombinant SARS-CoV 3CLpro, quenched FRET peptide cleavage. inhibition, % at 6 µM. 0.14% of 290,000 active; in the data active = inhibition above about 12%
TcdB inh = TcdB glycohydrolase inhibition; P18177; 0.24% of 350,000 active; AID 652162; TcdB glycohydrolase enzymatic assay, plate reader; inhibition, % at 9.99 µM; in the data active = inhibition above about 10%
BH1578 lux ind = induces V. cholerae light production without autoinducers | 0.16% of 350,000 active | V. cholerae BH1578 lux reporter, luminescence, 6 h | activation, % at 18.7 µM; in the data active = activation mostly above about 9.7%, no sharp cut-off; inconclusive = no clear call, values can overlap the other calls; inactive = mostly below about 3.7%; note: not every result past the cut was called active; inactives centre near 0; reference of the scale not given here
BoNT A protease = inhibitors of Botulinum neurotoxin A light chain protease; multiplex microsphere protease substrate cleavage, flow cytometry; inhibition, % at 10 µM; 0.17% of 360,000 active; note: plate controls were buffer without enzyme for full effect and enzyme alone for no effect
PfHsp40 yeast = restores yeast growth despite PfHsp40 toxicity. S. cerevisiae expressing PfHsp40, growth rescue, ATP luminescence. growth rescue, % at 12.5 µM. 0.68% of 340,000 active; in the data active = growth rescue above about 28%, passing the limit was not always enough; inconclusive = no clear call, values can overlap the other calls;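 note: yeast W303a lacking pdr1 and pdr3 grown in galactose medium; growth measured after three days at 30 °C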
Y pestis TopoI = inhibitors of Yersinia pestis topoisomerase I | Y. pestis Topo-I cleavage product accumulation, plate reader | activity, % at 10 µM | 0.064% of 360,000 active | AID 504884; in the data active = activity above about 50%, passing the limit was not always enough; inconclusive = no clear call, values can overlap the other calls; note: inactives centre near 2
PriA SSB inh = K. pneumoniae PriA-SSBct interaction inhibition | 0.6% of 430,000 active | inhibition, % at 33 µM | AID 1272365 | AlphaScreen SSBct-PriA binding, biotinylated peptide; in the data active = inhibition mostly above about 37%, no sharp cut-off; inactive = mostly below about 20%;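 note: plate controls were negative control peptide for no effect and reference peptide for full effect; strong numbers were not always called active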
CCHF vOTU inh = blocks the CCHF virus ovarian tumor domain protease; 0.55% of 370,000 active; inhibition, % at 11.5 µM; AID 651958; CCHFV vOTU protease, Pep-AMC fluorescence; in the data active = inhibition above about 30%; note: 0% = vehicle wells with enzyme and 100% = no enzyme wells
* = called active by the depositor; i = inactive; ? = inconclusive; · = not tested or not shown. Cut-off read from the data, not from the text of the source, unless noted: active = inhibition above about 30%; inconclusive = no clear call, values can overlap the other calls; inactive = below that. Only part of the results is shown; count on the stated rates, not on these rows.

No. | canonical_smiles | VHR inh abs | Anthrax LF prot | SARS 3CLpro inh | TcdB inh | BH1578 lux ind | BoNT A protease | PfHsp40 yeast | Y pestis TopoI | PriA SSB inh | CCHF vOTU inh
1 | Cc1cc(C)cc(N(C(C)C(=O)N2CCOCC2)S(C)(=O)=O)c1 (stereo unspecified) | 8 | 1 | 2 | 1.9 | -0.7 | -1.2 | -0.3 | 0 | -8 | 13
2 | CC(C)(C)CC(=O)Nc1nc(C(N)Cc2ccc(C(F)(F)F)cc2)cs1 (stereo unspecified) | · | -6 | · | 0.4 | -0.3 | -0.5 | · | -20 | · | 23
3 | O=C(N/N=C\c1ccccn1)C1c2ccccc2Oc2ccccc21 | 20 | -3 | 2 | 1.2 | -0.2 | -1.5 | -0.3 | 3 | · | -4
4 | CC(C)CCNC(=O)NC(=O)COc1c(F)c(F)cc(F)c1F | 18 | 0 | -5 | · | i | -0.4 | 13 | -13 | 2 | 17
5 | OCCNCCCOc1ccc(Cl)cc1Br | 27 | -4 | 2 | · | i | 0.5 | -1.0 | 6 | -3 | -3
6 | O=C(NCc1ccc2c(c1)OCO2)c1ccccc1Cl | · | -6 | · | 0.4 | -0.3 | -1.0 | -1.3 | 4 | -6 | 1
7 | O=C1OC(c2ccc(O)cc2)(c2ccc(O)cc2)c2ccccc21 | -7 | -7 | 0 | -4.4 | i | -2.4 | 0.6 | -10 | -7 | -1
8 | O=C1C2C(C(=O)N1c1ccccc1)N1CCCN1C2c1ccccc1 (stereo unspecified) | 14 | 1 | 4 | 0.2 | -0.3 | 0.5 | 1.0 | 0 | -15 | -10
9 | O=C1CC(N2CCN(c3ccc(Cl)cc3)CC2)C(=O)N1c1ccc(F)cc1 (stereo unspecified) | 0 | -3 | 0 | 1.0 | -0.7 | 2.6 | 1.5 | 5 | -4 | 9
10 | COc1cccc(CNC(=O)C2CCN(S(=O)(=O)c3ccc(Br)s3)CC2)c1 | 26 | -5 | 4 | 0.5 | -0.3 | 3.4 | 2.6 | 12 | -25 | 8
11 | COc1ccc(OC)c(C2CC(=O)Nc3c2c(=O)[nH]c2ncnn32)c1 (stereo unspecified) | 25 | -6 | 0 | -1.0 | -0.2 | 0.0 | -1.6 | 10 | 10 | 1
12 | CC(CCc1ccccc1)NC(=O)CN1CCc2ccccc2C1 (stereo unspecified) | 30 | -2 | 5 | 1.7 | -0.4 | -0.1 | -0.5 | 15 | -1 | 1
13 | COc1ccc(C2C(C(C)=O)=C(O)C(=O)N2CCc2ccccc2)c(OC)c1 (stereo unspecified) | 3 | -1 | 5 | · | -1.7 | -0.4 | 0.9 | 9 | -11 | 9
14 | COc1ccc(/C=C(\NC(=O)c2cccs2)C(=O)Nc2cccc3ccccc23)cc1OC | -4 | -4 | 2 | · | -0.6 | -0.7 | 1.6 | 1 | 12 | 19
15 | CC(C(=O)NC(C)(C)C)N(C(=O)CS(=O)CC(=O)Nc1ccc(F)cc1)C1CCCC1 (stereo unspecified) | 12 | -2 | -1 | 0.6 | 0.1 | -0.7 | 0.0 | 4 | 4 | 3
16 | Cc1cc(NS(=O)(=O)c2ccc(NC(=O)CCCOc3ccc(Cl)cc3)cc2)no1 | 10 | -3 | 0 | · | -0.3 | -1.3 | -0.5 | 7 | -20 | -10
17 | O=P(OC1=CCCCC1)(c1ccccc1)c1ccccc1 | · | 14 | · | -2.4 | · | 0.3 | · | · | · | 8
18 | CSc1nc(SCC(=O)O)c2c3c(sc2n1)COC(C)(C)C3 | -3 | -8 | -3 | 0.3 | i | -1.4 | -0.5 | -6 | -6 | 8
19 | O=C(O)CC/C(=C\c1ccc(N2CCOCC2)c([N+](=O)[O-])c1)c1nc2ccccc2s1 | 24 | -4 | 10 | 1.4 | -0.3 | -0.5 | 12 | 3 | 13 | 26
20 | Fc1cccc2sc(Nc3nc4cc5c(cc4s3)OCO5)nc12 | 8 | -1 | -2 | 1.4 | i | -1.7 | 0.2 | -9 | -7 | -10

Further records
No. | canonical_smiles | VHR inh abs | Anthrax LF prot | SARS 3CLpro inh | TcdB inh | BH1578 lux ind | BoNT A protease | PfHsp40 yeast | Y pestis TopoI | PriA SSB inh | CCHF vOTU inh
21 | CCOC(=O)c1sc(=S)sc1SCc1cccc(C(F)(F)F)c1 | -23 | -5 | 1 | 0.4 | · | 0.6 | 1.7 | -4 | -12 | 2
22 | COc1ccc(NC(=O)CCCC(=O)OCC(=O)c2cccc(OC)c2)cc1 | -9 | 0 | 10 | 2.5 | i | 1.7 | 1.1 | -2 | -16 | 7
23 | CCOc1ccc(S(=O)(=O)NC2CCCC2)cc1C | 27 | -3 | -2 | -3.8 | -0.5 | -4.3 | -1.8 | 11 | -9 | 11
24 | Cn1c(-c2ccc(F)cc2)cnc1NCc1ccc(F)cc1 | 10 | 1 | 0 | · | 2.9 | 0.9 | -0.5 | -1 | 0 | 1
25 | CC(C)c1cc(C(=O)N2CCCC(C(=O)c3ccc4ccccc4c3)C2)on1 (stereo unspecified) | -4 | -5 | 4 | 0.9 | i | -0.4 | 4.6 | 24 | -8 | 4
26 | COc1ccccc1Cc1noc(C(C)(C)NC(=O)c2ccccc2)n1 | 16 | -2 | 1 | · | -0.3 | -4.2 | -0.1 | 4 | -11 | -1
27 | CC(C)Oc1cccc(C(=O)Nc2ncn[nH]2)c1 | 1 | -7 | 3 | -1.7 | i | 0.1 | -0.7 | -4 | 2 | -6
28 | COc1ccccc1N(C)S(=O)(=O)c1ccc(Cl)c(C(=O)NC2=NCCS2)c1 | 16 | -2 | 4 | 9.0 | -0.6 | -0.3 | -1.7 | 4 | 3 | -10
29 | O=C(O)c1ccc(-n2c(O)c(C=C3N=c4ccccc4=N3)sc2=S)cc1 | 10 | 15 | 5 | 2.7 | 4.2 | 12 | 13 | -6 | 11 | 6
30 | O=C(Cc1ccc(Cl)cc1)c1ccc(O)cc1 | 5 | 4 | 3 | -0.1 | 0.3 | -0.6 | 0.4 | -5 | -12 | 0
31 | O=C(c1ccc(Cl)c(S(=O)(=O)N2CCOCC2)c1)N1CCN(Cc2ccccc2)CC1 | 18 | 0 | 1 | · | -0.4 | 1.8 | -1.1 | 13 | -14 | 1
32 | COc1cc(CCC(=O)Nc2nnc(-c3cccnc3)s2)cc(OC)c1OC | 20 | -3 | 5 | 0.1 | 0.7 | -1.0 | 0.6 | -14 | -10 | -5
33 | O=C(Nc1cccc(C(=O)Nc2ccc(F)cc2F)c1)c1ccccc1 | 9 | -17 | 4 | 0.0 | -0.9 | -0.8 | -0.2 | 5 | -19 | 3
34 | CCC(C)(C)NC(=O)C1CCN(c2nc(OC)nc(OC)n2)CC1 | 18 | -2 | -2 | -0.1 | -0.2 | 0.4 | 1.4 | -12 | -13 | 0
35 | CC1(C)CC(=O)C2=C(C1)c1c(ccc3ncccc13)NC2c1cccs1 (stereo unspecified) | 5 | -1 | -4 | · | i | 0.3 | 0.1 | 5 | -12 | -1
36 | CCOC(=O)c1ccc(-n2c(N)c(C(=O)NCC3CCCO3)sc2=S)cc1 (stereo unspecified) | -1 | -4 | -2 | · | -0.3 | ? | 1.1 | -8 | 9 | 0
37 | CC1CCc2c(C(=O)NCc3cccnc3)csc2C1 (stereo unspecified) | 11 | -1 | 1 | -0.3 | 0.4 | 0.2 | -1.3 | -2 | -10 | 2
38 | CCOC(=O)c1c(-c2ccc(C)cc2)csc1/N=C/N(C)C | 9 | -6 | 7 | 1.1 | i | -0.6 | -0.9 | -11 | · | 1
39 | CCOC(=O)CNC(=O)COc1coc(CN2CCN(c3ccccc3)CC2)cc1=O | -17 | -2 | 7 | 0.1 | -0.9 | 1.1 | -0.2 | 6 | 5 | 17
40 | COC(=O)[C@@H](NC(=O)Nc1ccc(S(N)(=O)=O)cc1)C(C)C | 42 | -2 | 1 | 0.4 | -2.7 | -2.0 | -0.5 | 2 | 9 | -11

Remaining list, next part:
No. | canonical_smiles | VHR inh abs | Anthrax LF prot | SARS 3CLpro inh | TcdB inh | BH1578 lux ind | BoNT A protease | PfHsp40 yeast | Y pestis TopoI | PriA SSB inh | CCHF vOTU inh
41 | CC(C)Cc1nnc(NC(=O)C2CSC3(C)CCC(=O)N23)s1 (stereo unspecified) | · | -6 | · | 0.4 | i | -2.2 | -1.2 | -4 | 6 | -7
42 | CCOC(=O)CSc1nnc(CNC(=O)c2ccc([N+](=O)[O-])cc2)n1C | 19 | -4 | -6 | · | -0.1 | -0.3 | 0.0 | -2 | 8 | -16
43 | CC(C)CC1(C(=O)NCc2cc(F)cc(C(F)(F)F)c2)C=CCN1C(=O)c1ccccc1 (stereo unspecified) | 12 | -2 | 1 | -9.9 | -0.3 | 0.5 | -0.7 | 20 | -6 | 13
44 | Cc1cccnc1NC(=O)c1ccc(OCc2c(C)noc2C)cc1 | 14 | -2 | 1 | -0.1 | i | -5.9 | -0.3 | 7 | 7 | -6
45 | CCc1nc2ccccc2c(=O)n1NCCc1ccccc1 | 7 | 0 | 0 | · | -1.7 | -0.5 | -0.3 | 10 | -27 | -10
46 | Cc1ccc(CNc2oc(C)nc2C#N)cc1 | -2 | 8 | 6 | · | i | -0.3 | -0.8 | -3 | 3 | -9
47 | COc1ccc2oc(C(=O)NCCC(C)C)c(C)c2c1 | 6 | 3 | 1 | 3.3 | i | 0.6 | 0.7 | 7 | -2 | -11
48 | C=CCNC(=S)NNC(=O)C(CCC(C)C)CC(C)(C)O (stereo unspecified) | 35 | 1 | 5 | · | 6.2 | -0.5 | -0.1 | -3 | 4 | -3
49 | Cc1cc(-n2c(C)cc(C(=O)CN3C(=O)NC4(CCCCC4)C3=O)c2C)no1 | 3 | -10 | 0 | 1.7 | i | -0.6 | 3.2 | -10 | -5 | -5
50 | CCCCc1ccc(NC(=O)CN2C(=O)C3CCCCC3C2=O)cc1 (stereo unspecified) | · | 10 | · | 0.4 | i | -2.1 | 3.3 | 7 | -1 | 7
51 | Cc1ccc(CSc2nnc(CS(=O)Cc3ccc(Cl)cc3Cl)n2C)cc1 (stereo unspecified) | 9 | -2 | 0 | 0.4 | -8.0 | 0.5 | 1.8 | 37 | -18 | -13
52 | CC1(c2nnc(-c3cccc(Cl)c3)o2)CC(c2ccc(Br)cc2)=NO1 (stereo unspecified) | · | -6 | · | · | i | -0.5 | 0.1 | 41 | -2 | -5
53 | CCOCCCNC(=S)N1CCCN(c2nc3cc(C)cc(C)c3cc2C#N)CC1 | 23 | 13 | -2 | 2.3 | -0.4 | 17 | 1.1 | 5 | 1 | -7
54 | Brc1ccc(-c2csc(/N=C/N3CCOCC3)n2)cc1 | 3 | -6 | 1 | · | · | 0.1 | -0.6 | -9 | · | 11
55 | O=C(N[C@@H](Cc1ccccc1)C(=O)OCc1ccccc1)c1nc[nH]c1C(=O)NC1CCNCC1 | · | -6 | · | 0.3 | i | -0.3 | 0.3 | -13 | 5 | 12
56 | O=C(Nc1cccnc1Cl)c1cc(-c2ccccc2O)on1 | 22 | -1 | -3 | 2.5 | -0.1 | 1.4 | -0.7 | 8 | 3 | 6
57 | CCCCn1c(N)c(N(CC)C(=O)c2cc(S(=O)(=O)N3CCN(CC)CC3)ccc2Cl)c(=O)[nH]c1=O | 24 | 3 | -1 | -0.3 | -5.0 | -1.2 | 0.6 | 2 | -11 | -4
58 | Cc1nnc(SC(C)C(=O)c2c[nH]c3ccccc23)n1C1CC1 (stereo unspecified) | · | -4 | · | 0.4 | 1.3 | 0.1 | · | -15 | · | -2
59 | Cc1ccc(C(=O)Nc2nc(C(C)(C)C)cs2)s1 | 13 | 0 | 1 | · | -0.2 | -0.9 | 7.1 | 0 | -20 | 14
60 | O=C(CSc1nc(N2CCOCC2)nc(N2CCOCC2)n1)Nc1ccc(Cl)cc1Cl | 46 | -3 | 0 | -1.6 | -0.7 | 0.8 | -0.9 | 7 | -8 | -3
61 | CN(C)S(=O)(=O)c1cccc(NC(=O)Cc2ccsc2)c1 | 10 | 2 | -6 | 9.4 | -0.5 | -0.1 | 11 | 9 | 6 | -15

High-throughput results (PubChem)
